Pf Dd2 inh = blocks in vitro growth of P. falciparum Dd2. P. falciparum Dd2 growth, SYBR Green, 72 h. Potency, µM (titrated, usually from 28.9 µM), without a hit: at the top dose activity, negative = inhibition, actives largely listed as inhibitors. 4.3% of 120,000 active; active means well fitted inhibition curve with a large enough effect; inconclusive means small, poorly fitted or top-dose-only effect; inactive means no such curve, though single readings can be large or run the other way;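 further: plate controls were DMSO vehicle for no effect and reference drug for full effect; nearly all actives have a fitted effect of over 65% in size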
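Readout: SYBR Green fluorescence, 485 nm excitation, 535 nm emission, after ~16 h lysis at 37C. Before that, Dd2-infected red cells (2.5% hematocrit) grew 72 h with compound, 29 uM top final concentration.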
The depositor's hits bear a star; i = inactive; ? = inconclusive; [ ] = dose if it differs, or a comment. Potency means the concentration at half of the fitted maximal effect.

Sample of the layout, 4 compounds:
SMILES	Pf Dd2 inh
CCC1(O)CCC12CCN(C(=O)C1CCC1)CC2 (configuration not stated)	i
COCCN1CCCCC(CC(=O)Nc2ccc(OC)c(OC)c2)C1=O (configuration not stated)	-12%
CCc1nc(-c2c3n(c(=O)n(CC(=O)Nc4ccccc4OC)c2=O)CCCCC3)no1	3%
O=C(C1CCN(c2nc(-c3ccccc3)nc3c2CCC3)CC1)N1CCNCC1	13µM*

Main list, repeating the preview:
SMILES	Pf Dd2 inh
CCC1(O)CCC12CCN(C(=O)C1CCC1)CC2 (configuration not stated)	i
COCCN1CCCCC(CC(=O)Nc2ccc(OC)c(OC)c2)C1=O (configuration not stated)	-12%
CCc1nc(-c2c3n(c(=O)n(CC(=O)Nc4ccccc4OC)c2=O)CCCCC3)no1	3%
O=C(C1CCN(c2nc(-c3ccccc3)nc3c2CCC3)CC1)N1CCNCC1	13µM*
CCc1ccc2occ(CC(=O)N(Cc3ccc(N(C)C)cc3)C3CCS(=O)(=O)C3)c2c1 (configuration not stated)	-14%
O=C(NC(c1ccccc1)c1ccccc1)c1cnc2c(c1)N(Cc1ccccc1)CCC2	?
COC(=O)c1n[nH]c2c1CN(C(=O)[C@H]1CCC[C@@H](O)C1)CC2	-1%
O=C(c1ccoc1)N1CCC2(CC1)CN(C1CCC1)CC2CO (configuration not stated)	8%
Cc1ccc(NCc2cccn2-c2nnc(N3CCC(C(=O)NCCc4ccc(Cl)cc4)CC3)s2)cc1	?
Cc1cc(C(=O)NC2CCCc3c2[nH]c2ccccc32)c2c(C)noc2n1 (configuration not stated)	?
O=C(Nc1ccccc1)C1CCN(C(=O)c2ncn3c2COC(c2ccc(F)cc2)C3)CC1 (configuration not stated)	i
CC1CCC(NC(=O)CCc2cn(Cc3ccccc3Cl)c3ccccc23)CC1 (configuration not stated)	-25%
CNC(=O)c1nc2sccn2c1Br	6%[44.1 µM]
CCCOc1ccccc1C(=O)Nc1ccc(-c2nc3ccc(C)cc3s2)cc1	-23%
COC1CCN(CC2CCCCCN2C(=O)NC2CCCC2)CC1 (configuration not stated)	?
Cc1ccc(CNC(=O)c2cn(C)c3ccc(S(=O)(=O)N(C)C4CCCCC4)cc3c2=O)cc1	17%
C=CCOC(=O)C1=C(C)N=C2SC=C(CC(=O)NC3CC3)N2C1c1cccc(OC)c1OC (configuration not stated)	?
COc1ccc(C(=O)N2CCC3(CC2)NC(=O)N(c2ccccc2Cl)N3)cc1	-2%
CCCCn1ccnc1C1CCCN(C(=O)c2ccccc2-c2ncn[nH]2)C1 (configuration not stated)	-14%
N#Cc1ccc(CN2CCCC3(CN[S+](=O)([O-])c4ccccc4N3)C2)cc1 (configuration not stated)	i

Next part, starting with the last 2 of the part before.
SMILES	Pf Dd2 inh
CCCCn1ccnc1C1CCCN(C(=O)c2ccccc2-c2ncn[nH]2)C1 (configuration not stated)	-14%
N#Cc1ccc(CN2CCCC3(CN[S+](=O)([O-])c4ccccc4N3)C2)cc1 (configuration not stated)	i
Cc1ccccc1-c1noc(CSc2nnc(Cc3ccccc3)n2-c2ccc(F)cc2)n1	-28%
CCN1C(=O)C2CC3(CCN(C(=O)NC)CC3)CN2C1=O (configuration not stated)	10%
O=C(NCc1cccnc1)c1nc(-c2ccc(F)cc2)c2cnccn12	-5%
FC(F)(F)c1cccc(N2CCN(c3ncnc4c3nc3n4CCCC3)CC2)c1	56%[activator][5.79 µM]
O=S(=O)(NCc1cccc(Br)c1)c1ccc(-c2cc(C(F)(F)F)on2)s1	21%
C[C@@H]1CN(C(=O)CCCc2cccs2)C[C@@]1(O)C1CCC1	-11%
Cc1c(CN2CCC(O)(c3ccccc3)[C@H](N3CCCC3)C2)cnn1C (some centres not stated)	0.45µM*
Cc1cnc(C(=O)N2CCC(c3noc(-c4ccncc4)n3)C2)cn1 (configuration not stated)	i[5.79 µM]
Cc1cccc(NC(=O)c2ccc(Cn3nc(N4CCN(c5ccccc5)CC4)ccc3=O)o2)c1C	11µM*
CC(C(=O)NC1CCCCC1)[C@@H]1CC[C@@]2(C)CC[C@H](N[S+](C)(=O)[O-])[C@@H](C)[C@@H]2[C@H]1O (some centres not stated)	-15%[44.1 µM]
CCCNC(=O)CCC(=O)N1Cc2cccc(OC)c2Oc2ncccc21	-15%
Cc1csc2nc(-c3cccc(NC(=O)c4ccccc4Cl)c3)cn12	-7%
O=C(CN1C(=O)COc2ccc(S(=O)(=O)NC3CCCC3)cc21)NCc1ccccc1Cl	81%[activator]
NC(=O)Cn1ccc2cc(OCC3CCN(c4cc(NC5CC5)ncn4)CC3)cnc21	?
COC(=O)CC1CCN(C(=O)C[C@H]2NC(=O)c3ccccc3NC2=O)CC1	-10%
CC(C)c1noc(-c2cn(C3CCN(C(=O)c4cccc(F)c4)CC3)nn2)n1	30%[activator]
CC1=C[C@@H](CNC(=O)NCc2ccccc2)[C@H](C(C)C)C[C@H]1CC(=O)N1CCN(C)CC1	?
CC(C)[S+](=O)([O-])N1CCC2OCCN(Cc3ccccc3F)C(=O)C2C1 (configuration not stated)	?
FC(F)(F)c1ccc(CN2CCC3(CC(c4cccc(C(F)(F)F)c4)=NO3)C2)cc1 (configuration not stated)	-29%
Cc1noc(/C=C/c2ccccc2F)c1S(=O)(=O)N1CCC(C(=O)NCC(C)c2ccccc2)CC1 (configuration not stated)	3%

Copied from the list.
Value for O=C(CN1C(=O)COc2ccc(S(=O)(=O)NC3CCCC3)cc21)NCc1ccccc1Cl under Pf Dd2 inh: 81%[activator]
Value for O=C(NCc1cccnc1)c1nc(-c2ccc(F)cc2)c2cnccn12 under Pf Dd2 inh: -5%
Value for Cc1noc(/C=C/c2ccccc2F)c1S(=O)(=O)N1CCC(C(=O)NCC(C)c2ccccc2)CC1 (configuration not stated) under Pf Dd2 inh: 3%
Value for O=S(=O)(NCc1cccc(Br)c1)c1ccc(-c2cc(C(F)(F)F)on2)s1 under Pf Dd2 inh: 21%

Following part:
SMILES	Pf Dd2 inh
Cc1ccsc1C(=O)N1CCC2(CC1)CC(N(C(=O)c1ccccc1)C1CC1)CCO2 (configuration not stated)	i
CC(C)C1=NOC2(CCN(CC3CC3)CC2)C1	12%[44.1 µM]
COc1cccc(N2C(=O)NC(=NC3CCCC3)C23CCCN([S+](=O)([O-])c2cccs2)C3)c1 (configuration not stated)	?
COc1ccc(NC(=O)Cn2c(-c3ccc(Cl)cc3)nc(C)c(CCO)c2=O)cc1	-20%
CNC(=O)CSc1nnc(NC(=O)Nc2ccccc2)s1	5%
O=C(O)c1ccc(CC2CCN(C(=O)c3ccccc3Cl)C2)cc1 (configuration not stated)	-6%
Cc1cc(C(=O)N2CCC(Oc3cccnc3)C2)n(C)n1 (configuration not stated)	30%
COc1cc(/C=C/c2nc(C#N)c(NCCc3ccccc3)o2)cc(OC)c1OC	?
Cc1cccc(C(=O)N2C(C(=O)NCC(C)C)COC23CCN(C(=O)c2ccccc2Cl)CC3)c1 (configuration not stated)	i
O=C(Nc1cccc(F)c1)C1CCN(c2cc(C(F)(F)F)ncn2)CC1	?
Cc1ccc(CN2C(=O)c3ccccc3Sc3ccc(C(=O)OCc4ccco4)cc32)cc1	-16%
CCOC(=O)c1cccc(NC(=O)Cn2ncc3c4ccccc4n(Cc4ccccc4)c3c2=O)c1	?
COc1ccc(N2CCN(C(=O)c3cnc(N4CCCC4)nc3C)CC2)cc1	16%
COc1cccc(C(=O)Nc2ccccc2SCc2cc(=O)c3cccc(C)c3[nH]2)c1	i
CC(C)CCN1CCOc2cc(C(=O)Nc3ccncn3)ccc2C1	-4%[44.1 µM]
CCOc1ccc(OCC)c(NS(=O)(=O)c2c(C(=O)N3CCCCCC3)c(C)n(C)c2C)c1	-15%
CCOCCOC1CCN(C(=O)Cc2cccc(OC)c2)CC1	8%
Cc1cn2nc(C(=O)Nc3ccc(F)cc3C)cc2c(N2CCSCC2)n1	-9%
Cc1ccc(-c2noc([C@@H]3CCCN3C(=O)c3ccncc3)n2)cc1	i
Cc1nn(C(C)C(=O)NCc2cccc(F)c2)c(=O)c2c1sc1ccccc12 (configuration not stated)	20%
O=C(C1CCCC1)N1CC2(CCCCN2C2COC2)Cc2ccccc21 (configuration not stated)	21%
CCOc1c(CNCCSc2nnnn2C)cccc1OC	?
COC(=O)c1c(C)oc2ccc(N(C(=O)Oc3ccccc3)S(=O)(=O)c3ccc(C(C)(C)C)cc3)cc12	i
CNC(=O)CCn1ncc2cc(OCc3ccccc3-c3ccccc3F)ccc21	?
COCCNC(=O)CCSc1nc(-c2ccc(OC)cc2)cc(C(F)(F)F)n1	i
CC(=O)N1CCC(N[C@@H]2CO[C@H](CNC(=O)c3ccccc3)[C@H]2O)CC1	34%[activator][44.1 µM]
CC(=O)N1c2ccc(S(=O)(=O)NCCc3cccc(C)c3)cc2CC1C (configuration not stated)	14%
Cc1noc(C)c1-c1cc(-c2ccc3c(c2)C(=O)NC3)cn2cncc12	i
Cc1ccc(NC(=O)Cn2c(=O)n(CCC(=O)N3CCc4ccccc4C3)c(=O)c3ccccc32)cc1	i
COc1ccc(-c2nc3c(C#N)c[nH]n3c2NC2CCCCC2)cc1	-5%
Cc1ccc(CSc2nc3cccnc3n2Cc2ccc(C(=O)NCCc3ccccc3)cc2)cc1	-13%
Cc1ccc(CNC(=O)N2CCC(c3ncc(C)n3C(C)C)C2)cc1 (configuration not stated)	?
COc1ccc(C(=O)N2CCC3(CC2)CC(OCC2CC2)CCO3)cn1 (configuration not stated)	6%
CCCCCSc1nc2sc3c(c2c(=O)n1-c1ccc(OC)cc1)CCN(C(C)=O)C3	i
CN1CC(=O)N(C2CCCNCC2)Cc2c1ncnc2N1CCSCC1 (configuration not stated)	3%
CCc1nc(C)c(C(=O)NCc2cccnc2Oc2ccc(F)c(F)c2)o1	-15%
CC(C)(C)CC(=O)N1CC[C@H]2CC(=O)N(CCN3CCNC3=O)CC[C@H]2C1	-4%[44.1 µM]
COc1ccc(CCNc2nc(SCc3cccc(Cl)c3)nc3ccccc23)cc1OC	-16%
O=C(c1ccc(F)cc1)N1CCC(C(=O)O)(c2ccccc2)CC1	3%
C=CCNC(=O)[C@@H]1Cc2cn(Cc3cccnc3)c3cccc(c23)[C@H](CC(C)C)N1	?
CC(C)C(=O)N1CCCC2(COc3ccccc3[S+](=O)([O-])N2)C1 (configuration not stated)	14%
COc1ccc(-c2ccc3nc(-c4cccc(Br)c4)oc3c2)c(OC)c1OC	-21%
O=C(c1ccoc1)N1CCC(N2C(=O)C3(CCCC3)C2c2ccccc2)CC1 (configuration not stated)	?
O=c1cc(N2CCOCC2)oc2c(-c3ccc(F)cc3)nccc12	?
Cc1nc(-c2c3n(c(=O)n(CC(=O)Nc4ccccc4)c2=O)CCCCC3)no1	7%
Cc1ccc(NS(=O)(=O)c2ccc3nc(-c4ccccc4)[nH]c3c2)c(Br)c1	-4%
COc1ccc(-c2cc(-c3ccccc3)nc3c2COc2ccc(F)cc2-3)cc1	i
COc1ccc(CNC(=O)CN(c2ccc(C)cc2)S(=O)(=O)c2c(C)noc2C)cc1	3%
COc1ccc2[nH]c3c(c2c1)CCN(C)C31CCN(C(=O)C2CCC2)CC1	i
O=C(Nc1ccc(Cl)cc1Cl)c1cnn2c1CN(C(=O)c1ccccc1)CC2	-14%
CS(=O)(=O)N1CCC(OC2CCN(C(=O)Nc3ccccc3C(F)(F)F)CC2)CC1	-14%
COc1ccc(C(=O)N2CCC[C@H]2c2nc(-c3ccccc3)no2)cc1	-24%
COc1cc2c(cc1OCc1ccccc1)NC(=O)C21CCN(c2ccccn2)CC1	?
Cc1cccc(N2CCN(C(=O)c3c(C)oc4ncnc(N5CCCCC5)c34)CC2)c1C	?
COC[C@@H]1CN(C(=O)c2cc(C3CC3)[nH]n2)C[C@H]1c1ccccn1	-35%
CCOC(=O)c1ccc(NC(=O)Cn2c(N3CCN(c4ccccc4)CC3)nc(C)cc2=O)cc1	?
Cc1noc(C)c1C(=O)N1Cc2ccccc2CC2(CCN(CC3CCNCC3)CC2)C1	17%
Oc1ccccc1CN1C[C@H](O)C[C@H]1c1nc(-c2ccncc2)no1	-8%[44.1 µM]
COc1cccc(C(=O)NC2CCN(C(=O)c3cc4c(=O)[nH]c(C)cn4n3)CC2)c1	i
Cc1cccc(C)c1NC(=O)CCCn1c(=O)c2cccn2c2ccccc21	?

(list continues)
SMILES	Pf Dd2 inh
CN(C)C(C(=O)N1CCC(O)(c2ccccc2)CC1)c1cccc(F)c1 (configuration not stated)	?
COc1ccc(-c2cc(N3CCCC(NC(=O)c4cc5ccccc5[nH]4)C3)n[nH]2)cc1 (configuration not stated)	?
COc1ccc(-c2cc(N3CCC(NC(=O)c4ccccc4Br)C3)n[nH]2)cc1 (configuration not stated)	i
CCCS(=O)(=O)N1CCCC(c2nc(C(C)C)no2)CCNC(=O)CC1 (configuration not stated)	16%
COCCOCC(=O)N1CCC(N2CC3CC(C2)[C@H]2CCCC(=O)N2C3)CC1 (some centres not stated)	1%
COCC(=O)N[C@H]1C[C@@H](CO)N(Cc2cccs2)C1	31%[activator]
CC1Oc2ccc(NC(=O)C3CCCC3)cc2CN(Cc2ccccc2Cl)C1=O (configuration not stated)	i
Cc1ccc2oc(-c3cc(NC(=O)/C=C/c4ccco4)ccc3Cl)nc2c1	?

6 records picked at random from the list so far, as already listed:
SMILES	Pf Dd2 inh
Cc1nc(-c2c3n(c(=O)n(CC(=O)Nc4ccccc4)c2=O)CCCCC3)no1	7%
CCCOc1ccccc1C(=O)Nc1ccc(-c2nc3ccc(C)cc3s2)cc1	-23%
COc1cccc(C(=O)Nc2ccccc2SCc2cc(=O)c3cccc(C)c3[nH]2)c1	i
COc1ccc(NC(=O)Cn2c(-c3ccc(Cl)cc3)nc(C)c(CCO)c2=O)cc1	-20%
CNC(=O)CSc1nnc(NC(=O)Nc2ccccc2)s1	5%
Cc1cccc(NC(=O)c2ccc(Cn3nc(N4CCN(c5ccccc5)CC4)ccc3=O)o2)c1C	11µM*

Screening data deposited in PubChem by National Center for Advancing Translational Sciences (NCATS).

An excerpt; rates above refer to the full screens.
